Bioassay records as filed in PubChem.
Epigenetic reg = Quantitative High-Throughput Screen for Regulators of Epigenetic Control; Potency, µM (doses to about 53.9 µM), for inactives: top-dose GFP activation, most hits filed as activators; 0.2% of 280,000 active; murine LDR cells, GFP reporter derepression, 30 h; AID 1865, 2009; further: potency means the concentration at half of the fitted maximal effect; % of control where 0% means no effect; nearly all actives have a fitted effect of over 60% in size
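Readout is the number of GFP-expressing murine LDR cells, counted by cytometry following washing. Cells were treated with compound for 30 h at 37 C; the stably integrated CMV-GFP locus is normally silent.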
TRb-SRC2 inh = qHTS for Inhibitors of the Interaction of Thyroid Hormone Receptor and Steroid Receptor Coregulator 2. 0.065% of 280,000 active. Potency, µM (titrated, usually from 106 µM), without a hit: at the highest dose activity change, negative = inhibition, hits mostly inhibitors. Thyroid hormone receptor beta (Homo sapiens), P10828. TRbeta-SRC2 peptide binding, fluorescence polarization; receptor liganded with 1 µM T3. AID 1469, 2008;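 further: potency means the concentration at half of the fitted maximal effect; plate controls were bound peptide for no effect and peptide without receptor for full effect; nearly all actives have a fitted effect of over 50% in size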
Target sequence (P10828 whole entry, looked up): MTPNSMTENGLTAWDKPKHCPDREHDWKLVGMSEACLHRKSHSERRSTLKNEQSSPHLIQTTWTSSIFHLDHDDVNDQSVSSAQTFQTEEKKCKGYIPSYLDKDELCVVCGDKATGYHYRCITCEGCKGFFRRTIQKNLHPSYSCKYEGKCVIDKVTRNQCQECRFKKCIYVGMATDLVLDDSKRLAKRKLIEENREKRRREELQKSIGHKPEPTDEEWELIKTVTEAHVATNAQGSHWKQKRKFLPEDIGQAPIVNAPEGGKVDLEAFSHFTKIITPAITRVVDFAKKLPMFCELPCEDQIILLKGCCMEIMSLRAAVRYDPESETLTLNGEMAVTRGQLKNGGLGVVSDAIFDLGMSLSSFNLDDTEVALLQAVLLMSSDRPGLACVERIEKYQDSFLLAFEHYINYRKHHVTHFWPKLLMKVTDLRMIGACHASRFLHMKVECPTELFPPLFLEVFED
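A fluorescence polarization screen tested compounds at multiple concentrations against complex formation between 0.6 uM TRb ligand-binding domain and 20 nM Texas Red SRC2 peptide, with 1 uM T3 present; readout after 5 hr.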
CBFb-RUNX1 inh = qHTS Assay for Compounds Blocking the Interaction Between CBF-beta and RUNX1 for the Treatment of Acute Myeloid Leukemia | AlphaScreen CBFb-His/RUNX1-biotin binding, biochemical | AID 1477, 2009 | 230,000 tested, under 10 active | Potency, µM (series often up to 59.8 µM), for inactives: at the top dose activity, negative = inhibition, actives largely listed as inhibitors | Runt-related transcription factor 1 (Homo sapiens) + Core-binding factor subunit beta …; further: % of control where 0% means no effect
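Inhibition was taken as any reduction in AlphaScreen signal from the CBF-beta–RUNX1 pair (His and biotin tags, 30 nM each), measured after compound (15 min) and bead (90 min) incubations at room temperature.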
Tau fluor cs = Counterscreen qHTS for Inhibitors of Tau Fibril Formation, Fluorescence Polarization; 0.93% of 280,000 active; Potency, µM (titrated, usually from 57.7 µM), for inactives: at the top dose activity change, negative = decrease; tau K18 P301L Alexa594 fluorescence, heparin fibrillization; further: potency means the concentration at half of the fitted maximal effect; on the % scale 0 is the no-effect control and ±100 the full control effect; nearly all actives have a fitted effect of over 55% in size
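Human tau K18 P301L (15 uM unlabeled, 0.24 uM Alexa 594-labeled) in 100 mM sodium acetate pH 7 with 20 uM heparin, 6 hr at 37 C. ThT 30 uM added, 1 hr ambient; Alexa 594 FP and total fluorescence read at 555/632 nm.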
NPSR antag = qHTS Assay for Antagonists of the Neuropeptide S Receptor: cAMP Signal Transduction | Q6W5P4 | CHO-NPSR cells, cAMP TR-FRET, antagonist mode | Potency, µM (series often up to 38.3 µM), inactives show top-dose activity change, negative = inhibition, actives largely listed as inhibitors | 1% of 220,000 active | AID 1461, 2008; further: potency means the concentration at half of the fitted maximal effect; on the % scale 0 is the no-effect control and ±100 the full control effect; nearly all actives have a fitted effect of over 50% in size; many of its hits are not listed in these tables
Target sequence (Q6W5P4 whole entry, looked up): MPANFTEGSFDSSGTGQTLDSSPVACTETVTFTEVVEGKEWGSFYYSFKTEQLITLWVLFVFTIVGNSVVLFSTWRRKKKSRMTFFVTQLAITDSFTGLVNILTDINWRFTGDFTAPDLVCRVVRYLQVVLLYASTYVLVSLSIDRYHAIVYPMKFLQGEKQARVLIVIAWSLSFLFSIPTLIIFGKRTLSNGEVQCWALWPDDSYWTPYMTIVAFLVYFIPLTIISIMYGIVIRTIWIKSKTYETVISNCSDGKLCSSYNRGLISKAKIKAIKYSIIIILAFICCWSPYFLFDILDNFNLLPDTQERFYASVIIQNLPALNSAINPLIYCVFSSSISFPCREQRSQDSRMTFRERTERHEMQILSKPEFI
GLA spleen mod = qHTS Assay for Inhibitors and Activators of Human alpha-Galactosidase From Spleen Homogenate; Alpha-galactosidase A (Homo sapiens), P06280; human spleen homogenate, 4MU-alpha-Gal fluorescence, 40 min; Potency, µM (titrated, usually from 80 µM), for the others: at the highest dose activity change, negative = inhibition, actives largely listed as inhibitors; 0.008% of 240,000 active; AID 2107, 2009;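 further: potency means the concentration at half of the fitted maximal effect; 0% = enzyme with vehicle and -100% = no enzyme basal signal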
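Spleen homogenate 1 ug + cpd (titration) + 4-MU-alpha-D-galactopyranoside 1 mM; 37C 40 min; 50 mM citrate/phosphate pH 5.0, 0.01% Tween-20; stop pH 10; fluorescence 365/440; AC50 via Hill.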
TR SRC2 fluor cs = Total Fluorescence Counterscreen for Inhibitors of the Interaction of Thyroid Hormone Receptor and Steroid Receptor Coregulator 2 | TRb/SRC2 Texas Red total fluorescence interference | Potency, µM (titrated, usually from 106 µM), for inactives: top-dose fluorescence change, negative = quenching | 0.29% of 280,000 active; active means well fitted curve in either direction with a large enough effect; inconclusive means small, poorly fitted or top-dose-only effect; further: potency means the concentration at half of the fitted maximal effect; on the % scale 0 is the no-effect control and ±100 the full control effect
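Human TRβ ligand-binding domain (0.6 uM) and Texas Red SRC2 peptide (20 nM) in Tris buffer with 1 uM T3 and 5% DMSO were incubated with pinned compound for 5 hr at ambient temperature. Total fluorescence was computed as S + 2P (555/632 nm).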
Tau fibril FP = qHTS for Inhibitors of Tau Fibril Formation, Fluorescence Polarization; K18 P301L tau heparin fibrillization, Alexa594 FP, 6 h; AID 1468, 2008; Potency, µM (titrated, usually from 57.7 µM), inactives show at the highest dose activity, negative = inhibition, usual class: inhibitors; 0.39% of 280,000 active; Microtubule-associated protein tau (Homo sapiens), P10636; further: potency means the concentration at half of the fitted maximal effect; on the % scale 0 is the no-effect control and ±100 the full control effect; nearly all actives have a fitted effect of over 55% in size
Target sequence (P10636 561-689 P618L limits assumed): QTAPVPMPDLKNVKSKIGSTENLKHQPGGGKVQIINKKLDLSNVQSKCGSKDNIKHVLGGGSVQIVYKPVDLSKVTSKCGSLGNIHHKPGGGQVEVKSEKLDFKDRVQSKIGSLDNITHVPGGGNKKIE
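Read-out: fluorescence polarization of Alexa 594-labeled tau (0.24 uM), 555 nm excitation, 632 nm emission. Mixtures held 15 uM unlabeled K18 P301L, compound and 20 uM heparin, pH 7 acetate buffer, incubated 6 hr at 37 C.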
* marks the source's active call; other numbers are inactive results; u = inconclusive; x = not tested or not shown; [ ] = another dose, or the depositor's remark. Unless noted, the call rests on the fitted dose curve; in most records, active means well fitted curve in the direction sought with a large enough effect; inconclusive means small, poorly fitted or top-dose-only effect, or another doubt; inactive means no such curve, though single readings can be large; an effect the other way counts as inactive or inconclusive.

SMILES	Epigenetic reg	TRb-SRC2 inh	CBFb-RUNX1 inh	Tau fluor cs	NPSR antag	GLA spleen mod	TR SRC2 fluor cs	Tau fibril FP
Cc1nc2scc(-c3ccccc3)c2c(=O)n1N=C1C=CC(=O)C=C1	-0.1%	0%	0%	-11%	31%	-10%	0%	5%
CC(=O)NN1C(=O)c2ccccc2NC1c1ccccn1 (stereo not given)	-1.1%	5%	2%	0%	0%	8%	-23%	-2%
CC(=O)c1cccc(NC(=O)c2cc(-c3ccc(Cl)s3)nc3ccccc23)c1	3.5%	5%	x	u	x	x	4%	u
Cn1c(=O)c(C(=O)CN2CCc3ccccc32)c(N)n(Cc2ccccc2)c1=O	-0.9%	-1%	-4%	-21%	-13%[46.1 µM]	6%	-4%	4%
O=C(Nc1ccccc1-c1nnn(CC(=O)N2CCc3ccccc3C2)n1)C1CCC1	-1.8%	-1%	-1%	-14%	-20%[46.1 µM]	7%	0%	-4%
OCC1(Cc2ccccc2)CCN(C2CCN(c3ccccc3F)CC2)CC1	-0.4%	0%	-3%	5%	-1%	-3%	-4%	2%
CC(C)NC(=O)N1CCC(N2CCN(Cc3ccc(F)cc3)C(=O)C2=O)CC1	-2.4%	-1%	x	1%	x	x	-2%	-13%
CC(=O)c1cc2c(C)c(C(=O)c3ccccc3)oc2cc1O	0.0%	6%	5%	-24%	-12%	-6%	0%	-3%
CCN(CCCNC(=O)CCCOc1cc(=O)n(C)c2ccccc12)Cc1ccccc1	-1.1%	-2%	-3%	-8%	3%	2%	-7%	10%
Cc1cc(C)cc(NC(=O)C(=O)NCC(c2cccnc2)N2CCc3ccccc3C2)c1 (stereo not given)	0.0%	-3%	x	-3%	x	x	4%	-2%
Cc1cccc(/C=N/NC(=O)Cn2nc(C)cc2C)n1	-1.9%	-1%	-12%	3%	13%	1%	0%	7%
O=C(NCN1C(=O)C2C3C=CC(C3)C2C1=O)Nc1nncs1 (stereo not given)	10%	-3%	3%	-3%	-6%[46.1 µM]	0%	1%	-6%
COc1cc(OC)nc(/N=C/N(C)C)n1	0.0%	-7%	1%	18%	30%	-7%	-4%	2%
O=C(COC(=O)C1(c2ccc(Cl)cc2)CCCC1)N1CCc2ccccc21	1.1%	0%	24%	-17%	-56%	-6%	-2%	-13%
O=C(Nc1cc(-c2nc3ccccc3o2)ccc1Cl)c1cccc2c(Cl)cccc12	3.0%	4%	x	u	x	x	-15%	u

An excerpt from above, reduced to CBFb-RUNX1 inh, NPSR antag and Tau fluor cs:
SMILES | CBFb-RUNX1 inh | NPSR antag | Tau fluor cs
COc1cc(OC)nc(/N=C/N(C)C)n1 | 1% | 30% | 18%
O=C(COC(=O)C1(c2ccc(Cl)cc2)CCCC1)N1CCc2ccccc21 | 24% | -56% | -17%

Next records:
SMILES	Epigenetic reg	TRb-SRC2 inh	CBFb-RUNX1 inh	Tau fluor cs	NPSR antag	GLA spleen mod	TR SRC2 fluor cs	Tau fibril FP
CC(=O)Nc1nc(SCc2ccc(Cl)cc2Cl)n[nH]1	1.1%	0%	12%	-11%	-21%[46.1 µM]	5%	-2%	-2%
CCC1(C)CC(c2nc(-c3ccc(OC)cc3)cs2)CCS1 (stereo not given)	-1.0%	-5%	10%	-13%	-17%	-11%	-3%	-9%
COC(=O)c1sccc1S(=O)(=O)N(CC(=O)NCc1ccccc1)c1ccc(C)cc1	0.0%	-5%	x	-14%	x	x	-1%	3%
CCCCC/C=C\C/C=C\C/C=C\CCCCCCC(N)=O	0.8%	4%	-2%	-12%	x	-5%	-1%	3%
O=C(CN1CCN(c2ccccn2)CC1)Nc1cccc(S(=O)(=O)N2CCCC2)c1	11%	10%	-8%	-10%	-17%	3%	-1%	-1%
Cc1ccc(C(=O)O/N=C(\N)c2ccc(Br)cc2)cc1	-0.3%	4%	-6%	-12%	-7%[46.1 µM]	-22%	-3%	-7%
NC(=O)CSc1nc2ccccc2c(=O)n1Cc1ccco1	-1.2%	1%	12%	1%	-2%[46.1 µM]	4%	-1%	1%
COc1ccc(CCN=Cc2c(C)[nH]n(-c3ccc([N+](=O)[O-])cc3)c2=O)cc1OC	4.8%	-3%	-1%	-15%	11%	-5%	-4%	-15%
COc1ccc(CCC(C)Nc2cccc(F)c2)cc1 (stereo not given)	-1.1%	2%	7%	10%	-18%[46.1 µM]	-4%	-3%	2%
COc1ccc(Oc2coc3cc(OC(=O)/C=C/c4ccccc4)ccc3c2=O)cc1	0.0%	-1%	4%	-5%	-5%[46.1 µM]	6%	5%	3%
CCCCC(=O)Nc1cc(OCC)c(NC(=S)NC)cc1OCC	-1.1%	-10%	11%	-5%	0%	-1%	-5%	5%
COc1ccc(Cl)cc1C(=O)n1nc(C)cc1C	-0.7%	-5%	7%	-1%	-10%[46.1 µM]	-4%	0%	5%
CCN(Cc1ccccc1)C(=O)CN1C(=O)CSc2ccc(S(=O)(=O)N(CC)CC)cc21	0.0%	-2%	x	-6%	x	x	5%	2%
O=C(c1nn(-c2ccccc2)c(=O)c2ccccc12)N1CCN(c2ccccn2)CC1	-2.3%	1%	-2%	-11%	-10%[46.1 µM]	-2%	-1%	-14%
Cc1cccc(C(=O)NC2=NCCS2)c1	0.0%	1%	26%	-10%	-9%	-4%	-4%	-9%
c1ccc(-n2nnnc2SCCCSc2nc3ccccc3s2)cc1	0.0%	-3%	u	-25%	-22%[46.1 µM]	-2%	0%	-6%
CNC(=O)C1CCC(Cn2c(=O)c3sccc3n(CC(=O)Nc3ccc(C)c(C)c3)c2=O)CC1 (stereo not given)	0.0%	4%	x	9%	x	x	0%	u
COc1ccc(C2=CC(c3sccc3C)n3nnnc3N2)cc1 (stereo not given)	-1.1%	x	-1%	-15%	-14%[46.1 µM]	-7%	x	-5%
N/C(=N\OC(=O)C12CC3CC(CC(C3)C1)C2)c1cccnc1	-1.1%	-3%	3%	-4%	-3%[46.1 µM]	-2%	0%	3%
O=S(=O)(c1ccc2oc3ccc(S(=O)(=O)N4CCCCC4)cc3c2c1)N1CCCCC1	0.0%	-1%	2%	-6%	4%[46.1 µM]	-4%	2%	-9%
O=c1[nH]c(CSc2nc(-c3ccc(F)cc3)cs2)nc2ccccc12	-0.9%	-2%	-6%	-16%	0%	-3%	4%	-12%
Cc1ccc2c(c1)c1ncnc(N3CCC4(CC3)OCCO4)c1n2C	0.0%	-11%	5%	-4%	-18%[46.1 µM]	u	-1%	3%
CCCCN(Cc1cc2cccc(C)c2[nH]c1=O)S(C)(=O)=O	3.0%	1%	3%	-9%	-2%	11%	-4%	0%
CC1(C)CC(NC(=O)c2c(N)no[n+]2[O-])CC(C)(C)N1	-0.5%	-2%	6%	-8%	15%	5%	1%	-7%
O=C1CC(/C=C/c2ccccc2)=Nc2ccccc2N1	-1.1%	0%	u	-11%	-13%	2%	1%	-5%
CCN(CC)S(=O)(=O)c1ccc2nc(NC(=O)c3ccco3)sc2c1	-4.8%	-2%	-1%	-17%	-22%	0%	-1%	0%
COc1ccc(C2(c3ccc(OC)cc3)NC(=O)N(Cn3nnc4ccccc4c3=O)C2=O)cc1	0.0%	2%	-26%	-4%	-8%	-2%	0%	3%
Clc1ccccc1CSc1nncn1NC/C=C/c1ccccc1	-1.0%	-3%	-6%	-14%	9%	6%	1%	1%
Cc1ccc(C(=O)Nc2ccccc2C(=O)OCc2cc(=O)n3nc(C4CC4)sc3n2)cc1	-2.6%	5%	x	9%	x	x	-1%	1%
COc1cccc(/C=C2/CN(C)CC3=C2OC(N)=C(C#N)C3c2cccc(OC)c2)c1 (stereo not given)	0.1%	-28%	-22%	-16%	-15%[46.1 µM]	1%	u	-8%
COc1ccc(CCNC(=O)c2ccc(Nc3nc4ccccc4n4nnnc34)cc2)cc1OC	u	-8%	x	-17%	x	x	0%	-5%
Cc1cccc(-c2nnc(SCC3CNC(=O)O3)n2-c2ccc(Cl)cc2)c1 (stereo not given)	0.0%	5%	-3%	15%	-1%	-5%	-4%	-4%
COC(=O)CSc1nc2sc(C)c(C)c2c(=O)n1C	-0.7%	5%	-1%	-1%	-2%[46.1 µM]	5%	2%	2%

Compounds listed so far with a Cl atom, in the order listed:
SMILES	Epigenetic reg	TRb-SRC2 inh	CBFb-RUNX1 inh	Tau fluor cs	NPSR antag	GLA spleen mod	TR SRC2 fluor cs	Tau fibril FP
CC(=O)c1cccc(NC(=O)c2cc(-c3ccc(Cl)s3)nc3ccccc23)c1	3.5%	5%	x	u	x	x	4%	u
O=C(COC(=O)C1(c2ccc(Cl)cc2)CCCC1)N1CCc2ccccc21	1.1%	0%	24%	-17%	-56%	-6%	-2%	-13%
O=C(Nc1cc(-c2nc3ccccc3o2)ccc1Cl)c1cccc2c(Cl)cccc12	3.0%	4%	x	u	x	x	-15%	u
CC(=O)Nc1nc(SCc2ccc(Cl)cc2Cl)n[nH]1	1.1%	0%	12%	-11%	-21%[46.1 µM]	5%	-2%	-2%
COc1ccc(Cl)cc1C(=O)n1nc(C)cc1C	-0.7%	-5%	7%	-1%	-10%[46.1 µM]	-4%	0%	5%
Clc1ccccc1CSc1nncn1NC/C=C/c1ccccc1	-1.0%	-3%	-6%	-14%	9%	6%	1%	1%
Cc1cccc(-c2nnc(SCC3CNC(=O)O3)n2-c2ccc(Cl)cc2)c1 (stereo not given)	0.0%	5%	-3%	15%	-1%	-5%	-4%	-4%

A portion of the library; count on the stated rates, not on these rows.
